# PfG6PD inh: PfG6PD (Plasmodium falciparum) enzyme inhibition | PfGluPho enzyme, NADPH resazurin-diaphorase fluorescence | inhibition, % at 20 µM | 350,000 tested, 0.78% active;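 active = inhibition reaching at least a set limit at 20 µM in the primary screen, cut at about 59% in these data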;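 note: 0% = DMSO wells with substrate and 100% = DMSO wells lacking glucose-6-phosphate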
# SENP6 inh: SENP6 protease inhibition; Recombinant SENP6 catalytic domain, aminoluciferin luminescence; inhibition, % at 10 µM; 330,000 tested, 1.8% active;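 active = inhibition above about 50% at the single tested dose, limit read from the data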;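 note: plate controls were DMSO wells with enzyme for no effect and DMSO wells lacking enzyme for full effect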
# Target sequence (Q9GZR1 628-1112 limits assumed): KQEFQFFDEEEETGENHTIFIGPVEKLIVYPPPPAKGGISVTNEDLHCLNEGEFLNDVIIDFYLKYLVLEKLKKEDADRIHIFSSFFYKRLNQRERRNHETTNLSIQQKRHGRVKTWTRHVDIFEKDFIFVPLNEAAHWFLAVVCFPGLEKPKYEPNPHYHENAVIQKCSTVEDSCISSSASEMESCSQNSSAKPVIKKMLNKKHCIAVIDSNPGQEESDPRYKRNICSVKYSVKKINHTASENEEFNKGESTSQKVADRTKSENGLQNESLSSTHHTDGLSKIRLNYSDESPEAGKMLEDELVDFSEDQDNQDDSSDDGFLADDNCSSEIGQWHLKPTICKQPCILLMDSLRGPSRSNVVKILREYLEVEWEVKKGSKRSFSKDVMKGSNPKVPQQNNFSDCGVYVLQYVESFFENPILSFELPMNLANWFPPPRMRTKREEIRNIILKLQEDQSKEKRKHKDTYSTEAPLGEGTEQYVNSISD
# hIAP act: increases human intestinal alkaline phosphatase activity. P09923. purified human IAP, CDP-Star luminescence, 30 min; hits give high values; 1 = vehicle-only enzyme, 0 = enzyme-free background. activation factor at 10 µM. 330,000 tested, 0.16% active. AID 2524;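 active = activation factor of the enzyme at least 2-fold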; note: the source names both 10 and 20 µM as test concentration; values of inactives mirror those of a sister screen read the other way
# Target sequence (P09923 whole entry, looked up): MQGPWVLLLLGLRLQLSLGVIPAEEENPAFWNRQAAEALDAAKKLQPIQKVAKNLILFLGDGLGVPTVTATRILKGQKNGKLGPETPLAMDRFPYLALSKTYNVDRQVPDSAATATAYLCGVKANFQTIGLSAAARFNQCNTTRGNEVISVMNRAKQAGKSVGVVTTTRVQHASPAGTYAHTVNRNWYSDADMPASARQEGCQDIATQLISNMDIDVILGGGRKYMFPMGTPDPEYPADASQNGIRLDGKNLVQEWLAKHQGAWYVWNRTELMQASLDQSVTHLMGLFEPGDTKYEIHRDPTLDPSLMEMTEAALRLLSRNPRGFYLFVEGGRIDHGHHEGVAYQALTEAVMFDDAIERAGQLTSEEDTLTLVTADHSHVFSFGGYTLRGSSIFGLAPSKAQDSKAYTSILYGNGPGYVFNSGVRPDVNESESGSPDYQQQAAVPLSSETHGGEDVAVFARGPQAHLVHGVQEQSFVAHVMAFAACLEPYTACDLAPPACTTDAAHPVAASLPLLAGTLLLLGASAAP
# SENP8 inh: inhibitors of human SENP8 protease; Q96LD8; recombinant SENP8, Nedd8 substrate fluorescence; inhibition, % at 20 µM; 360,000 tested, 0.64% active; AID 602440; in the data active = inhibition mostly above about 40%, no sharp cut-off; inactive = mostly below about 27%
# SENP1 inh: blocks the human SENP1 SUMO protease catalytic domain; Q9P0U3; recombinant SENP1 catalytic domain, CyPet-SUMO1-YPet FRET cleavage; inhibition, % at 10 µM; 360,000 tested, 0.21% active;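 active = inhibition at least 30% at 10 µM, raw YFP signal under a set limit, fluorescence ratio 0.5 to 1.5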;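 note: 0% = enzyme with DMSO and 100% = no enzyme wells; some results filed as inactive read as strong as hits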
#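 Test system: hSENP1 catalytic domain, recombinant; Amount: 20 pM final SENP1 enzyme; Medium: Tris pH 8 buffer plus EDTA, NaCl, BME, BSA, NP40, catalase; Schedule: 50 min enzyme reaction, room temperature, light-protected; Technique: FRET fluorescence in CFP and YFP emission channels; Controls: no-enzyme wells low, DMSO-plus-enzyme wells high control.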
# NR3A LBD binder: modulators (binders) of human NR3A ligand-binding domain; NR3A LBD differential scanning fluorimetry, Tm shift; 0% = protein alone, 100% = glycine-bound protein; Tm shift relative to glycine control, % at 25 µM; 340,000 tested, 2.5% active; AID 1259313;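 active = melting temperature shift of at least 10% of the positive control shift, at one fixed dose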
# ATG4B inhibitor: blocks human ATG4B protease cleavage of LC3 substrate. Q9Y4P1. ATG4B cleavage of LC3-PLA2, NBD-HPC fluorescence, 1 h. inhibition, % at 8.33 µM. 340,000 tested, 0.51% active. AID 504462; in the data active = inhibition above about 40%
# MPTP block: inhibitors of mitochondrial permeability transition pore; isolated mouse mitochondria, Ca2+ swelling absorbance, 30 min; 360,000 tested, 1.4% active; inhibition, % at 10 µM;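 active = inhibition of 50% or more, scaled per plate between neutral and stimulator controls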;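 note: 0% = DMSO wells given calcium and 100% = 1 mM EGTA wells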
# Numbers without * were called inactive; / = no result given.
# Values in the order: PfG6PD inh	SENP6 inh	hIAP act	SENP8 inh	SENP1 inh	NR3A LBD binder	ATG4B inhibitor	MPTP block
> CCN(CC)c1ccc(C=C(c2nnnn2-c2ccc(C)cc2)c2nnnn2-c2ccc(C)cc2)cc1
  -5	0	1.3	-40	-25	0	-3	4.1
> COC(=O)C1CN(S(=O)(=O)c2cc(OC)ccc2OC)CCS1 (stereo not drawn)
  -2	-4	0.96	6	0	-2	2	-1.2
> CC(NC(=O)Cc1ccccc1)c1ccccc1 (stereo not drawn)
  1	-2	0.93	7	0	0	-2	-0.5
> CC(C)N1CC2(CC(c3ccccc3C(F)(F)F)=NO2)CN1C(=O)c1ccc(C(C)(C)C)cc1 (stereo not drawn)
  24	/	/	7	1	/	/	-0.4
> Cc1sc2nc(CSCC(=O)Nc3cc(F)ccc3F)[nH]c(=O)c2c1C
  30	-3	0.86	-11	-3	-1	-2	1.3
> COc1ccc(Cl)cc1NC(=O)COC(=O)C1CC1
  -8	-10	0.78	-2	1	0	-2	0.7
> COc1cc(/C=N/NC(=O)c2c(C)nnn2-c2nonc2N)ccc1O
  -15	-9	0.87	-37	2	14*	-7	-1.3
> O=C(Nc1nc2ccc(C(=O)N3CCCCC3)cc2s1)C1CCCCC1
  1	2	1	13	2	0	1	-0.4
> COc1ccc([C@H]2CC(=O)C=C(c3ccc(NC(C)=O)cc3)C2)cc1OC
  -16	2	0.87	-20	-1	1	1	0.4
> CCc1ccccc1N=C1S/C(=C/c2ccccc2OCC(=O)N2CCOCC2)C(=O)N1C
  -4	-1	0.93	22	-1	-1	-13	4.1
> Cc1ccccc1-c1nc(CS(=O)(=O)CC(=O)NCc2ccccc2)c(C)o1
  -17	4	0.92	10	2	-1	17	-0.2
> O=C1c2ccccc2NC(c2cccc(O)c2)N1O (stereo not drawn)
  -13	11	0.9	-23	-100	2	-3	-0.9
> Cc1nn(C(=O)CCC(=O)NCCc2ccccc2)c2ccccc12
  14	-2	0.87	12	1	0	13	1.7
> CCOC(=O)N1CCC(NC(=O)Cc2ccccc2)CC1
  -8	12	1	18	-1	0	1	17
> O=c1c2ccccc2sn1-c1ccccc1F
  122*	/	/	5	0	/	/	11
> CC(NC(=S)NCCCN1CCOCC1)C12CC3CC(CC(C3)C1)C2 (stereo not drawn)
  -12	23	0.86	24	-1	0	-6	1.2
> NC1=NC(=O)CC(C(=O)NCc2ccccc2)S1 (stereo not drawn)
  -10	-15	1	34	0	0	2	0.6
> Cc1onc(-c2c(F)cccc2Cl)c1C(=O)Nc1sc2c(c1C#N)CCC(C(C)(C)C)C2 (stereo not drawn)
  -4	11	1	-28	-26	6	-6	36
> O=C(CSc1ccc(-c2ccc3c(c2)OCO3)nn1)Nc1nccs1
  -6	-20	1.1	-3	0	-1	-2	4.4
> CCn1cc(S(=O)(=O)c2ccccc2)c(=O)c2cc(F)c(N3CCN(C)CC3)cc21
  -3	-3	0.77	-352	1	2	-8	-0.2
> COc1ccc2[nH]c(=O)c(CNc3cc(C)ccc3C)cc2c1
  36	3	0.97	-280	-11	0	4	-1.1
> COc1ccccc1-n1cnnc1SCC(=O)NC1CCS(=O)(=O)C1 (stereo not drawn)
  -4	-18	0.87	5	1	-1	2	-0.2
> Cc1cc(C)cc(N(CC(=O)NC2CCCCC2)C(=O)CCCC(=O)Nc2ccccn2)c1
  -16	-27	1.3	7	-1	-2	-14	-1.1
> COC(=O)CSc1nnc(CNC(=O)c2cc(OC)cc(OC)c2)n1-c1ccc(F)cc1
  3	6	0.95	19	1	1	-2	-1.7
> CCOC(=O)c1sc2ncn(C(C)C(=O)OCC)c(=O)c2c1C (stereo not drawn)
  -12	-13	1.1	27	1	-1	1	-7.3
> O=C(OC1CCOC1=O)c1cc(-c2cccs2)nc2ccccc12 (stereo not drawn)
  12	4	1	-400	-26	-13	-6	0.8
> CCn1c(CC(=O)Nc2ccc(Cl)c(Cl)c2)nnc1SCc1ccc(C)cc1
  1	-8	1.2	15	-8	0	-2	2.2
> CC(C)(C)NCC(O)COc1ccc(Br)cc1 (stereo not drawn)
  -3	4	0.93	10	0	1	-2	0.4
> CCOC(=O)NC(=S)Nc1c(C)n(C)n(-c2ccccc2)c1=O
  -8	-19	0.88	0	4	-2	4	-0.4
> CCn1cc(C(=O)Nc2ccc(Cl)cc2Cl)cn1
  16	-36	0.89	11	0	-1	-2	1.0

# Reformatted: results already given
SMILES,PfG6PD inh,SENP6 inh,hIAP act,SENP8 inh,SENP1 inh,NR3A LBD binder,ATG4B inhibitor,MPTP block
COc1ccccc1-n1cnnc1SCC(=O)NC1CCS(=O)(=O)C1 (stereo not drawn),-4,-18,0.87,5,1,-1,2,-0.2
Cc1cc(C)cc(N(CC(=O)NC2CCCCC2)C(=O)CCCC(=O)Nc2ccccn2)c1,-16,-27,1.3,7,-1,-2,-14,-1.1
COC(=O)CSc1nnc(CNC(=O)c2cc(OC)cc(OC)c2)n1-c1ccc(F)cc1,3,6,0.95,19,1,1,-2,-1.7
CCOC(=O)c1sc2ncn(C(C)C(=O)OCC)c(=O)c2c1C (stereo not drawn),-12,-13,1.1,27,1,-1,1,-7.3

# Carrying on:
# Values in the order: PfG6PD inh	SENP6 inh	hIAP act	SENP8 inh	SENP1 inh	NR3A LBD binder	ATG4B inhibitor	MPTP block
> Cc1noc(C)c1C(=O)Nc1nc(-c2cc(F)ccc2F)cs1
  3	-7	0.96	-12	-3	-1	-14	1.4
> c1ccc(CNc2ncnc3c2cnn3-c2ccccc2)cc1
  2	-7	0.81	11	3	0	-3	3.7
> Cc1ccc(NC(=O)CS(=O)(=O)c2cn(C)c3ccccc23)c(C)c1
  16	-14	0.89	0	3	1	-4	-0.3
> O=C(CCN1CCOCC1)NC12CC3CC(CC(C3)C1)C2
  -1	-22	1	16	0	-1	2	-1.6
> C=CCn1c(COc2cccc(C)c2C)nnc1SCC(=O)N1CCN(c2ccccc2)CC1
  -1	2	1.1	24	0	-2	1	2.0
> c1ccc(-c2cn(C[C@H]3CC[C@@H]([C@@H]4CC[C@H](Cn5cc(-c6ccccn6)nn5)O4)O3)nn2)nc1
  3	-2	0.99	7	1	1	-5	2.4
> COc1ccc(-n2nc(C(=O)NCC(=O)NCC3CCCO3)c3ccccc3c2=O)cc1Cl (stereo not drawn)
  -5	28	0.97	-294	0	0	-8	-0.5
> CCC(=O)Nc1ccc2c(c1)nc(CCN1CCCCC1)n2C
  0	3	0.97	15	1	-1	-14	-0.1
> Cc1c(NCc2cccnc2)cccc1C(=O)O
  1	-10	1.1	12	0	1	3	-0.5
> O=C(/C=C/c1cccs1)Nc1ccc(S(=O)(=O)Nc2ncccn2)cc1
  -30	-1	0.95	4	3	-15	6	2.1
> CCOc1cc(/C=C2/NC(=O)NC2=O)cc([N+](=O)[O-])c1O
  -7	4	1.2	21	1	0	-10	2.8
> COCC(=O)NCCNc1nc2ccc(C)cc2cc1C
  -16	-7	0.91	-386	0	-1	0	0.3
> CCOc1ccccc1N(CC(=O)N1CCN(Cc2ccccc2)CC1)S(=O)(=O)c1ccccc1
  1	/	/	13	3	/	/	-0.3
> COc1ccc(NS(=O)(=O)c2cccc(C(=O)NNC(=O)CNC(=O)c3ccccc3F)c2)cc1
  -12	9	0.84	6	0	-1	-3	-1.4
> CCCNS(=O)(=O)c1cccc(C(=O)OCc2cc(=O)oc3cc(OC)ccc23)c1
  -6	-6	0.91	-320	-26	-11	5	0.5
> CN(c1ccc(C(=O)NCCSC(C)(C)C)cc1)S(=O)(=O)c1ccccc1
  30	-2	1	6	-2	0	-9	-0.4
> COc1ccc(C2NC(=O)CCC2[N+](=O)[O-])cc1 (stereo not drawn)
  -32	5	1.1	16	0	0	2	-1.1
> Cc1cc(C)n(CCC(=O)N/N=C/c2ccc(Br)c([N+](=O)[O-])c2)n1
  21	3	1.1	14	0	-1	-10	1.6
> O=C(O)C1CCCN1C(=O)Oc1ccccc1 (stereo not drawn)
  1	-4	1.1	16	2	0	-6	0.6
> O=C(NCCNc1ccc([N+](=O)[O-])cc1Cl)c1ccccc1F
  1	-2	1	5	-2	-1	-1	1.0
> Cc1c(NC(=O)COC(=O)c2ccccc2Cl)c(=O)n(-c2ccccc2)n1C
  -2	12	0.92	37	3	0	-3	1.0
> O=C(CSC1=NS(=O)(=O)c2cc(F)ccc2N1)Nc1ccccc1
  -9	-5	0.96	6	1	-1	-17	-0.9
> Cc1noc(C)c1COc1ccc(C(=O)Nc2ccccc2)cc1
  2	-26	1.1	11	-1	2	-3	-1.4
> COc1ccc(NC(=O)c2ccccc2SCc2ccccc2)cc1
  20	/	/	16	2	/	/	-0.3
> O=C(NCC(=O)N(Cc1ccccc1)C(C(=O)NCC1CCCO1)c1ccccc1)c1ccco1 (stereo not drawn)
  -10	-27	0.97	7	0	0	-4	-0.5
> CCOc1cc(N2CCOCC2)c(OCC)cc1NCC(=O)N1CCN(Cc2ccccc2)CC1
  11	-14	1.2	13	-1	-2	-1	1.2
> CSc1ncnc2c1ncn2CCCNCc1cccs1
  -1	/	/	20	-2	/	/	-0.1
> CCOCCCNC(=O)c1ccc2c(c1)N(Cc1ccccc1)C(=O)CS2=O (stereo not drawn)
  10	-12	0.84	-6	2	0	4	-2.3
> CC(C)c1ccc(-c2noc(C3CCCN(S(C)(=O)=O)C3)n2)cc1 (stereo not drawn)
  -3	-14	0.95	7	2	1	1	0.9
> CCN(c1ccccc1)S(=O)(=O)c1ccc(OC)c(NC(=O)Cc2ccc(F)cc2)c1
  6	-5	1.1	4	1	-6	-3	0.4
> O=C1OCC2=C1C(c1ccc(F)cc1)c1cc3c(cc1N2)OCCO3 (stereo not drawn)
  -3	/	/	-398	0	-2	-5	2.5
> Cc1ccc(OCC(=O)Nc2ccccc2N2CCOCC2)c(C)c1
  -7	-11	0.96	12	1	-1	4	-6.3
> CC1(C)CC2CC(C)(CN2C(=O)CN2C(=O)c3ccccc3C2=O)C1 (stereo not drawn)
  5	7	0.95	20	0	1	-4	-0.1
> CN(C)c1ccc(Cc2ccc(N(C)C)cc2)cc1
  23	/	/	30*	3	5	8	-1.1
> Cc1ccnc(NC(=O)c2ccco2)n1
  -18	-33	1.1	2	-1	-1	3	-1.6
> CCOC(=O)C(C)N(c1ccccc1Cl)S(C)(=O)=O (stereo not drawn)
  18	15	0.99	10	1	-1	-1	1.1
> Cc1ccc(-c2noc(CCCC(=O)NCC3CCCO3)n2)cc1 (stereo not drawn)
  -6	-4	1	7	0	-1	5	-0.7
> CCN(CC)CCn1c2c(c(SCC(=O)NCc3ccccc3)nc1=O)CCCC2
  -24	-13	0.91	-4	1	-2	5	0.1
> O=C(c1ccc(C(F)(F)F)cc1)N1CCC(=O)N(C(CO)Cc2ccccc2)CC1 (stereo not drawn)
  22	-5	0.9	11	4	-1	-6	1.0
> COc1cc2c(cc1OC)[C@@H](NC(=O)COc1ccccc1)[C@H](OCc1ccccc1)C2
  4	/	/	4	0	3	/	0.1
> O=C(NNc1ccc(Cl)cc1)C1CCC1
  9	-28	1.1	4	1	3	-11	2.2
> COc1ccc(CNC(=O)COc2ccc([N+](=O)[O-])cc2)cc1
  2	-8	0.8	6	-1	-3	-5	3.6
> Cc1ccc(C)c(COC(=O)c2cc(S(=O)(=O)N3CCCCC3)ccc2N2CCOCC2)c1
  11	-2	0.93	-3	1	0	2	0.0
> CCCCCn1c(CN2CCN(C(=O)OCC)CC2)nc2c1c(=O)[nH]c(=O)n2C
  5	9	0.91	22	0	-1	-6	-0.6
> Clc1ccc(-c2cnnc(-c3ccccn3)n2)cc1
  1	0	1.2	15	4	-2	-14	1.7
> COc1ccc(C(=O)Nc2ccc(S(=O)(=O)Nc3cc(C)nc(C)n3)cc2)cc1OC
  -10	-11	1	5	-1	-1	0	-3.0
> COc1ccc(S(=O)(=O)NCCCN2CCOCC2)c2ccccc12
  20	-5	1.1	-1	1	6	-4	0.4
> Oc1c(CN2CCN(c3ccccc3)CC2)cc(Br)c2cccnc12
  -20	/	/	22	-1	-1	1	-0.5
